High-throughput results as filed in PubChem.
BAZ2B inh – qHTS Assay for Inhibitors of BAZ2B; actives 4.4% (n = 360,000); Bromodomain adjacent to zinc finger domain protein 2B (Homo sapiens), Q9UIF8; AlphaScreen BAZ2B-H3K14Ac peptide displacement; Potency, µM (top dose mostly 114 µM), for inactives: at the top dose activity change, negative = inhibition, actives largely listed as inhibitors; further: potency means the concentration at half of the fitted maximal effect; on the % scale 0 is the no-effect control and ±100 the full control effect; nearly all actives have a fitted effect of over 60% in size
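BAZ2B 50 nM plus b-H3(5-23)K14Ac 50 nM, PBS pH 7.4/0.01% Tween-20, 30 min RT; compound added (max 110 uM), 30 min RT; streptavidin donor/Ni-chelate acceptor beads 10 ug/mL final, 20 min dark; AlphaScreen read.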
HP1b chromo inh – HTS for Inhibitors of HP1-beta Chromodomain Interactions with Methylated Histone Tails; Chromobox protein homolog 1 (Homo sapiens), P83916; AlphaScreen HP1-beta / biotin-H3K9me3 peptide binding; Potency, µM (doses to about 114 µM), for the others: at the highest dose activity change, negative = inhibition, most hits filed as inhibitors; actives 0.56% (n = 390,000); further: potency means the concentration at half of the fitted maximal effect; nearly all actives have a fitted effect of over 70% in size; inactives centre near 23
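Compound inhibition of the preformed complex between 50 nM HP1-beta and 50 nM biotinylated H3K9me3 peptide was read by AlphaScreen. Buffer was PBS pH 7.4 with 0.01% Tween-20. Incubations ran 30 min at room temperature, with 10 ug/mL donor/acceptor beads.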
GLS inh – qHTS for Inhibitors of Glutaminase (GLS); GLS enzymatic activity, qHTS titration; Glutaminase kidney isoform, mitochondrial (Homo sapiens), O94925; actives 0.21% (n = 410,000); Potency, µM (series often up to 45.5 µM), for inactives: at the top dose activity change, negative = inhibition, actives largely listed as inhibitors; further: potency means the concentration at half of the fitted maximal effect; on the % scale 0 is the no-effect control and ±100 the full control effect
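Human kidney-isoform GLS in 45 mM KH2PO4 pH 8.2, 0.02% Tween-20, with compound, started with 1mM L-Glutamine (added stock). Glutamate oxidase/HRP/Amplex red coupled fluorescence read at start and after 30 min at RT.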
JMJD2A Tudor – qHTS Assay for Inhibitors of JMJD2A-Tudor Domain; actives 4.4% (n = 390,000); AlphaScreen JMJD2A-Tudor / H3K4me3 peptide binding; AID 504339, 2011; Lysine-specific demethylase 4A (Homo sapiens), O75164; Potency, µM (top dose mostly 114 µM), for inactives: at the top dose activity change, negative = inhibition, usual class: inhibitors; further: potency means the concentration at half of the fitted maximal effect; on the % scale 0 is the no-effect control and ±100 the full control effect; nearly all actives have a fitted effect of over 50% in size
G9a block – qHTS Assay for Inhibitors of Histone Lysine Methyltransferase G9a | G9a H3K9 monomethylation, AlphaScreen, 2 h | Potency, µM (titrated, usually from 102 µM), for the others: at the top dose activity, negative = inhibition, hits mostly inhibitors | actives 8.8% (n = 350,000) | AID 504332, 2011; further: potency means the concentration at half of the fitted maximal effect; on the % scale 0 is the no-effect control and ±100 the full control effect; nearly all actives have a fitted effect of over 75% in size
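AlphaScreen read-out: biotin-H3K9 peptide (500 nM) methylation by 20 nM enzyme with 20 uM SAM, 2 h at room temperature after 15 min compound preincubation; anti-monomethyl H3K9 antibody plus donor/acceptor beads, 10 min dark.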
ERG-DNA inh – qHTS for Small Molecule Inhibitors of the ERG Ets/DNA interaction | actives 0.028% (n = 370,000) | Transcriptional regulator ERG (Homo sapiens), P11308 | fluorescence polarization, His-ERG Ets domain / labelled DNA | Potency, µM (titrated, usually from 76.9 µM), inactives show at the highest dose FP activity, negative = inhibition, hits mostly inhibitors; active means well fitted inhibition curve with a large enough effect in the polarisation, with a control signal flat; inconclusive means small, poorly fitted or top-dose-only effect, or effect the other way, or a change in a side signal; inactive means no such curve, though single readings can be large or run the other way; the % refers to the polarisation;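 further: polarization taken with two DNA probes labelled with fluorescein and Texas red; potency means the concentration at half of the fitted maximal effect; % of control where 0% means no effect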
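His-tagged ERG Ets domain (1 uM in the protein solution; 300mM KCl, 50mM Tris-HCl, 1mM EDTA, 1mM DTT, pH 7.5) received compound, then a probe mix of 5 nM fluorescein-DNA and 100nM Texas-615-DNA. Fluorescence polarization was read for both dyes.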
Pin1 inhibitor – qHTS Assay to Find Inhibitors of Pin1 | Peptidyl-prolyl cis-trans isomerase NIMA-interacting 1 (Homo sapiens), Q13526 | Pin1 FP peptide displacement, HiFluor488, 10 min | Potency, µM (highest dose often 115 µM), for the others: top-dose activity, negative = inhibition, hits mostly inhibitors | actives 0.009% (n = 390,000) | AID 504891, 2011; active means well fitted inhibition curve with a large enough effect in the polarisation, with a control signal flat, not every such curve was filed as active; inconclusive means small, poorly fitted or top-dose-only effect, or effect the other way, or a change in a side signal; inactive means no such curve, though single readings can be large or run the other way; the % refers to the polarisation; further: potency means the concentration at half of the fitted maximal effect; on the % scale 0 is the no-effect control and ±100 the full control effect
Target sequence (Q13526 whole entry, looked up): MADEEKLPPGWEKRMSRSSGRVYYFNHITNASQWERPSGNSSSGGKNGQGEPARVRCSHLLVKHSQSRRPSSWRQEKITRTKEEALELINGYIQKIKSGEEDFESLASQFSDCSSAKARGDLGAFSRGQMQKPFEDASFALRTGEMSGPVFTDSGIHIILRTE
Tb PGK inh – qHTS Assay to Find Inhibitors of Phosphoglycerate Kinase. Potency, µM (titrated, usually from 57.5 µM), for inactives: at the highest dose activity change, negative = inhibition, actives largely listed as inhibitors. PGK/GAPDH coupled, Kinase-Glo luminescence, 60 min. actives 0.043% (n = 380,000). Phosphoglycerate kinase, glycosomal (Trypanosoma brucei brucei), P07378. AID 602233, 2012; further: potency means the concentration at half of the fitted maximal effect; on the % scale 0 is the no-effect control and ±100 the full control effect; nearly all actives have a fitted effect of over 60% in size
Target sequence (P07378 whole entry, looked up): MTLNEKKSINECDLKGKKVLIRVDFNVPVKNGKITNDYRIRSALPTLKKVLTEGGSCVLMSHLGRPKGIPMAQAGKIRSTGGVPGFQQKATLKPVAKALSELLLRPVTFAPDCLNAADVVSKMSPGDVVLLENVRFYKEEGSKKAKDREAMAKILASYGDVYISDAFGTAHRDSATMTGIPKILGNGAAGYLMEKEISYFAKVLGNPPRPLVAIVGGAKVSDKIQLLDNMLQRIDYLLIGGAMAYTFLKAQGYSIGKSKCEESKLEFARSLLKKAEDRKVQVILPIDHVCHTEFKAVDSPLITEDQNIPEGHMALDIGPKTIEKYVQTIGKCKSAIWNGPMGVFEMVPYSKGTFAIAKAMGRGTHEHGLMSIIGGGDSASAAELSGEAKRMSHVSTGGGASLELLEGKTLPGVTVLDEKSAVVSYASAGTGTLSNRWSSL
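Recombinant glycosomal PGK reaction used 1,3-bisphosphoglycerate generated in-well by GAPDH (100nM final) in 100mM TEA pH 7.6, 5mM MgCl2, 0.01% Tween-20. After 60 minutes at room temperature, ATP was read by Kinase-Glo Plus luminescence end-point.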
PI4K2A inh – qHTS for small molecular inhibitors of PI4K2A; Phosphatidylinositol 4-kinase type 2-alpha (Homo sapiens), Q9BTU6; purified PI4K2A, ADP-Glo luminescence, 1 h; stronger effect = lower value; activity change, negative = inhibition, % at 76.9 µM; actives 0.13% (n = 420,000); in the data active means activity change below about -50%; inconclusive means mostly about -30% to -49%;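 further: -100% = wells without enzyme as full effect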
Target sequence (Q9BTU6 whole entry, looked up): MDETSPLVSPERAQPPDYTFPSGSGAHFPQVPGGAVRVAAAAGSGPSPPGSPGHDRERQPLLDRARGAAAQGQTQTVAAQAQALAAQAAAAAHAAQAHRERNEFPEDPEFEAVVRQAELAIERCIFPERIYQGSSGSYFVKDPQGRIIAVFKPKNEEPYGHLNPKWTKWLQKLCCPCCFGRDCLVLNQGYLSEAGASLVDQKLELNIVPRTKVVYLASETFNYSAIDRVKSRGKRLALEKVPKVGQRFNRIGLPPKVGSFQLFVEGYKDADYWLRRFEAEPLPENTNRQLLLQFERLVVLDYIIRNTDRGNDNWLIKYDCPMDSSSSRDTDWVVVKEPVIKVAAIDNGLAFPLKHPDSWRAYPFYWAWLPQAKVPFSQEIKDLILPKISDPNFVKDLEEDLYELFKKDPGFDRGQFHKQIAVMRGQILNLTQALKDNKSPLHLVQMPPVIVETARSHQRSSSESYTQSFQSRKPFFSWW
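PI4K2A activity was measured by ADP-Glo luminescence: enzyme (4 ug/mL stock) and phosphatidylinositol (1.2 mM stock) in Tris pH 7.5/MgCl2/EGTA/Triton X-100 buffer were reacted with ATP (300 microM stock) for one hour at ambient temperature.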
The depositor's hits bear a star; i = inactive; ? = inconclusive; . = no result given; & = joins results of further samples; [ ] = dose if it differs, or a comment. Unless noted, the call rests on the fitted dose curve; in most records, active means well fitted curve in the direction sought with a large enough effect; inconclusive means small, poorly fitted or top-dose-only effect, or another doubt; inactive means no such curve, though single readings can be large; an effect the other way counts as inactive or inconclusive.

SMILES	BAZ2B inh	HP1b chromo inh	GLS inh	JMJD2A Tudor	G9a block	ERG-DNA inh	Pin1 inhibitor	Tb PGK inh	PI4K2A inh
OCCC1CN(Cc2ccc(Oc3ncccn3)cc2)CCN1CCc1ccccc1 (stereo unspecified)	0%	51%[activator]	13%	-10%	5%	11%	2%	i	-1
Cc1ccccc1CSCC(=O)N/N=C/c1cccs1	8%[57.1 µM]	37%	6%	-11%	21%[59 µM]	-2%	-1%	4%	-2
COc1ccc(C)cc1NC(=O)CNCc1cccs1	-1%	61%[activator]	-1%	-2%	4%	11%	2%	i	-6
O=C(O)c1ccc2c(c1)C(=O)N(c1ccc(Nc3ccccc3)cc1)C2=O	-23%	3%	-12%	-34%	?	-2%	-3%	.	0
COC(=O)[C@@]1(Cc2ccc(F)cc2)[C@H]2c3cc(C(=O)N4CCCC4)n(CCO)c3C[C@H]2CN1C(=O)c1ccccc1	?	6%	14%	-23%	?	-13%	2%	1%	-3
Cc1ccc(CNC(=O)COC(=O)c2ccc(S(=O)(=O)N3CCCC3)cc2)cc1	4%	17%	9%	-8%	-7%[59 µM]	2%	4%	8%	-6
CCc1ccc(CN(Cc2cccnc2)C(=O)/C=C/c2ccc(OC)cc2)cc1	-24%	0%	2%	-28%	50µM*	10%	?	2%	-5
Cc1noc(/C=C/N(C)C)c1S(=O)(=O)N1CCC(C(=O)Nc2ccc(Cl)cc2)CC1	-25%	3%[57 µM]	12%	-24%	15%	4%	78%[activator]	-16%	-6
CCN1C(=O)CSC1=Nc1ccccc1Cl	8%	53%[activator]	6%	0%	25%[59 µM]	-4%	-11%	-4%	-10
CCOc1ccc(C(=O)N[C@H](C(=O)Nc2cccc(S(=O)(=O)N3CCOCC3)c2)C(C)C)cc1	3%	46%[activator]	0%	-2%	?	-5%	1%	0%	-1
Cc1cccc(NC(=O)c2ccc(S(=O)(=O)N3CCCC3)cc2)c1C	1%	28%	0%	-3%	-7%	15%	-1%	-2%	-4
CC(C)C(NS(=O)(=O)c1cccs1)C(=O)NCc1ccc2c(c1)OCO2 (stereo unspecified)	-5%	52%[activator]	-1%	-6%	-28%[59 µM]	-9%	10%	-9%	-6
O=C(Cn1c(=O)c2cccn2c2ccccc21)Nc1ccc(F)cc1F	-30%	27%	-1%	-13%	4%	22%	20%	-6%	-5
Cc1ccccc1-c1cc(C(=O)NCc2ccco2)nn1CC1CC(c2cccc([N+](=O)[O-])c2)=NO1 (stereo unspecified)	.	0%	4%	-33%	.	-8%	-1%	-3%	3
Cc1ccc(C2=NNC(c3cccc(F)c3)S2)cc1 (stereo unspecified)	-28%	39%	1%	-12%	?	11%	2%	i	-9
COC(=O)c1cc(=O)n(CCc2ccc(OC)cc2)c(=Nc2ccc(F)c(Cl)c2)s1	-38%	-14%	2%	?	?	6%	6%	-3%	2
O=C(COc1ccc(Cl)cc1)NNC(=O)C(=O)NC1CCCCC1	-7%	24%	22%	-10%	.	-9%	-3%	5%	1
Cc1cc(C)n2c(Nc3ccc4c(c3)OCCO4)c(-c3ccc(Cl)cc3)nc2n1	-4%	9%	2%	?	1%[59 µM]	6%	47%[activator]	-2%	-1
O=C(NCc1ccccc1Cl)C(=O)NCC(c1ccco1)N1CCOCC1 (stereo unspecified)	-11%	-10%	-4%	-8%	-1%	-14%	1%	-9%	-7
CCCCSCCCNC(=O)C1CCC(CNS(=O)(=O)c2c(C)cc(C)cc2C)CC1 (stereo unspecified)	-2%	8%	-8%	-16%	1%[59 µM]	0%	12%	i	-6
CCOC(=O)Cn1cc2c(c1-c1ccc(Cl)cc1)c(=O)n(C)c(=O)n2C	-31%	36%	-6%	-14%	?	-1%	1%	-3%	-5
CC(C)C(c1nnnn1Cc1ccc(F)cc1)N1CCC(C(N)=O)CC1 (stereo unspecified)	0%	38%[activator]	48%[activator]	-8%	-4%	0%	-1%	18%	-1
CCCC(=O)Oc1ccc(-c2nccc(C(OC)OC)n2)cc1	-24%	40%[activator]	0%	21%	6%	5%	-6%	3%	0
CCOc1ccc(CCNS(=O)(=O)c2ccc(-c3ccc(=O)[nH]n3)o2)cc1OCC	-13%	38%	1%	-3%	12%	3%	-9%	-2%	-1
CCOc1ccccc1N1CC(C(=O)Nc2ccc(C(=O)O)cc2)CC1=O (stereo unspecified)	5%	26%	-8%	-8%	-31%[12.7 µM]	-1%	-1%	-1%	-7
COC(=O)c1cc(S(=O)(=O)NCC2CCN(Cc3ccc(Cl)cc3)CC2)cn1C	-6%	17%	11%	-21%	14%	-3%	2%	8%	-3
O=C(NCCCN1CCOCC1)c1ccc(Br)cc1	-6%	35%	3%	-17%	-4%[59 µM]	11%	1%	-5%	-3
COC(=O)c1ccccc1NC(=O)N1CCN(C/C=C/c2ccccc2)CC1	-21%	9%	-20%	-29%	-25%[59 µM]	3%	1%	i	-5
Cc1ccc(C=Nc2ccccc2C(N)=O)s1	-2%	23%	13%	-6%	-8%[59 µM]	-6%	-8%	-9%	2
CCOc1ccc(CCNc2ncnc3onc(-c4ccc(F)cc4)c23)cc1OCC	1%	-6%	-5%	-3%	1%[59 µM]	6%	-2%	0%	0
O=C(CN(CC1CCCO1)C(=O)CNS(=O)(=O)c1ccc(F)cc1)NCc1ccccc1 (stereo unspecified)	-1%	19%	1%	-11%	14%	-3%	-8%	-5%	-4
CCCOC(=O)Cn1cnc2scc(-c3ccc(OC)cc3)c2c1=O	-30%	46%[activator]	0%	1%	28%	12%	4%	2%	-3
Cn1nnnc1SCCCNCc1cccc(OCc2ccc(Cl)cc2)c1	-10%	44%[activator]	0%	-11%	-4%[59 µM]	-15%	-5%	.	3
COc1ccc(C(=O)N(Cc2sccc2C)C2CCS(=O)(=O)C2)cc1 (stereo unspecified)	-2%&-2%	28%&-4%	2%&-4%	-13%&-21%	-3%[59 µM]	8%&-1%	-8%&-12%	-13%	3&4
CC(=O)Oc1cccc(Nc2ncnc3ccccc23)c1	-2%	28%	3%	-1%	?	-5%	7%	0%	-1
COc1cccc(NC(=O)CSc2nnc(NC(=O)NC3CCCCC3)s2)c1	-24%	-5%	6%	-33%	-12%[59 µM]	-3%	-2%	-4%	-5
c1ccc(COc2ccccc2CNc2nn[nH]n2)cc1	-3%	39%	13%	-7%	?	3%	-6%	6%	-3
CCOC(=O)c1ccc(N2C(=O)C=C(N3CCOCC3)C2=O)cc1	-2%	27%	4%	-17%	6%[0.501 µM]	7%	1%	6%	2
COc1cc(NC(=O)CN2C(=O)COc3ccccc32)cc(OC)c1	.	32%	10%	-6%	.	12%	-4%	2%	0
c1ccc(CN2CCN(C3CCCSc4ccccc43)CC2)cc1 (stereo unspecified)	.	-9%	-7%	?	.	-16%	-7%	0%	-3
Cc1ccc2nc(N(CCN(C)C)C(=O)c3ccc4ccccc4c3)sc2c1	?	-3%	-3%	45µM*	40µM*	12%	1%	-9%	-2
CCC(CC)C(=O)Nc1cc(-c2nc3cccnc3s2)ccc1C	-2%	48%[activator]	-3%	6%	2%[59 µM]	-3%	-4%	-7%	1
CCC(NC(=O)Nc1ccc(OC)c(OC)c1)c1c(-n2cccc2)sc2c1CCN(C)C2 (stereo unspecified)	50µM*	?	-2%	?	?	2%	-1%	-8%	4
Oc1oc(-c2ccccc2)nc1C=Nc1ccccc1	-12%	7%	14%	89µM*	?	.	-4%	2%[11.5 µM]	1
COc1ccc(-n2c(C)nc(N)c2C(=O)c2ccccc2)cc1	-18%	0%	2%	-17%	-21%	-3%	8%	3%	-2
Cc1ccc(-c2nc(N)sc2CC(=O)OCC(=O)NCC2CCCO2)cc1 (stereo unspecified)	9%	-6%	13%	-7%[57.1 µM]	-5%[59 µM]	1%	11%	-5%	-5
CCCSc1nnc(Cn2c(=O)sc3ccccc32)n1C	1%	17%	0%	-17%	-1%[59 µM]	-5%	-7%	-5%	5
CCC(=O)NNc1ncnc2c1cnn2-c1ccc(C)c(Cl)c1	1%	43%[activator]	7%	-8%	39%[activator][59 µM]	-8%	-8%	-2%	0
Fc1ccc2[nH]c3c(c2c1)CN(C(=S)NCc1ccccc1)CC3	56µM*	-18%	-1%	?	.	13%	-3%	-8%	4
CSCCC(NC(=O)c1ccccc1)C(=O)NCCc1ccccc1 (stereo unspecified)	-34%	-2%	-5%	-18%	-49%	8%	6%	-2%	5
COc1ccc(S(=O)(=O)Nc2cccc(C)n2)c2ccccc12	9%	26%	6%	-13%	13%[59 µM]	11%	3%	i	0
